TbPYK inhibitor – blocks Trypanosoma brucei pyruvate kinase | 410,000 tested, 0.12% active | TbPYK enzyme, Kinase-Glo Plus ATP luminescence, 45 min | Potency, µM (highest dose often 76.8 µM), for inactives: top-dose activity, negative = inhibition, hits mostly inhibitors | Q57TT1; also: potency is read from the fitted curve at half-maximal effect; % is scaled to controls: 0 for no effect and ±100 for the full control effect; nearly all actives have a fitted effect of over 50% in size
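Glycolytic pyruvate kinase of T. brucei was incubated with substrate, test compound and 130 uM ADP for 45 minutes at room temperature. Luminescent Kinase-Glo Plus signal was measured after 10 minutes.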
Pf growth 96h – P. falciparum growth inhibition at 96 hours. P. falciparum luciferase reporter growth, 96 h. Potency, µM (highest dose often 28.7 µM), for inactives: at the top dose activity change, negative = inhibition, hits mostly inhibitors. 320,000 tested, 6.9% active. AID 504834; also: potency is read from the fitted curve at half-maximal effect; % is scaled to controls: 0 for no effect and ±100 for the full control effect
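Infected RBCs, 2% Hct / 0.05% parasitemia final; luciferase-reporter P. falciparum; cpd 96 h, 37 C, 5% CO2; luciferase detection reagent; luminescence.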
CHX counter – counter-screen hit for Shiga toxin inhibitors, cycloheximide. cell reporter, cycloheximide protein synthesis inhibition counterscreen. max response, %. AID 2314. 300,000 tested, 12% active; in the data active = max response mostly above about 13%, no sharp cut-off; inactive = mostly below about 14%; also: read at 38.3 µM for the half of the compounds with a filed dose; 0% is about no effect
Shiga toxin inh – Shiga toxin inhibition; inhibition, % at 38.7 µM; AID 2315; 290,000 tested, 9.2% active; Vero cells, Shiga toxin protein synthesis inhibition reporter; in the data active = inhibition mostly above about 28%, no sharp cut-off; inactive = mostly below about 43%; also: 0% is about no effect
Pf growth 48h – inhibits P. falciparum growth in the first generation, 48 h; P. falciparum luciferase growth in erythrocytes, 48 h; AID 504832; Potency, µM (titrated, usually from 28.7 µM), inactives show at the highest dose activity change, negative = inhibition, usual class: inhibitors; 310,000 tested, 5.9% active; also: potency is read from the fitted curve at half-maximal effect; % is scaled to controls: 0 for no effect and ±100 for the full control effect
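A one-generation exposure of luciferase-tagged malaria parasites in RPMI 1640/Albumax erythrocyte culture, 37 C and 5% CO2. Inhibition is inferred from decreased luminescence after adding detection reagent.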
LmPK inh – blocks Leishmania mexicana pyruvate kinase activity. 290,000 tested, 0.37% active. Q27686. purified LmPK, Kinase-Glo ATP luminescence, 1 h. AID 1721. Potency, µM (highest dose often 57.5 µM), inactives show at the top dose activity change, negative = inhibition, hits mostly inhibitors; also: potency is read from the fitted curve at half-maximal effect; % is scaled to controls: 0 for no effect and ±100 for the full control effect
Target sequence (Q27686 whole entry, looked up): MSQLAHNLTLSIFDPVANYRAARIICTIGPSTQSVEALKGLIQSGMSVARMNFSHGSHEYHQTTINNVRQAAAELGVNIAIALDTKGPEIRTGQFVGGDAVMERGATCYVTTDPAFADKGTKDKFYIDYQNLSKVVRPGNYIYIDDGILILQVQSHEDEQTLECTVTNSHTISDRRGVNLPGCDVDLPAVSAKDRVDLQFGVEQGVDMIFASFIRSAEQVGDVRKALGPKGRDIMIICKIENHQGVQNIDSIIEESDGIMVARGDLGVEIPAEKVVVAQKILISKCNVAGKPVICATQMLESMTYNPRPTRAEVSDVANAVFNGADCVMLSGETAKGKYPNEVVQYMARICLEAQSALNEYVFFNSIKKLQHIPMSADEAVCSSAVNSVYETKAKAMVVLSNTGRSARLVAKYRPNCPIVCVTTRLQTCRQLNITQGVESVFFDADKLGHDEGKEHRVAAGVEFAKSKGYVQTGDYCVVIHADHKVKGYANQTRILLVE
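0.1 nM LmPK, 0.5 mM PEP, 0.1 mM ADP; 50 mM imidazole pH 7.2, 7 mM MgCl2, 50 mM KCl; 1 h RT. Kinase-Glo luminescence readout, normalized to no-enzyme (full inhibition) and uninhibited wells.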
AMA1-RON2 inh – inhibitors of Plasmodium falciparum AMA1-RON2 interaction; AlphaScreen AMA1-biotinylated RON2 peptide binding; Potency, µM (series often up to 58.2 µM), inactives show at the highest dose activity change, negative = inhibition, usual class: inhibitors; 360,000 tested, 0.2% active; AID 720542;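 also: potency is read from the fitted curve at half-maximal effect; 0% = vehicle wells and -100% = peptide control; nearly all actives have a fitted effect of over 45% in size; some results filed as inactive show a strong effect at the top dose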
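AMA1 (3D7) with his tag at 25 nM final met compounds first, then biotinylated RON2 peptide at 25 nM; detection used donor plus acceptor beads, 10 µg/mL apiece, read by AlphaScreen after 30 min at room temperature.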
Active calls of the source: *; u = inconclusive; x = no result given; & = joins results of further samples; [ ] = remark or other dose. Unless noted, calls follow the shape of the dose curve; as a rule, active = well fitted curve in the direction sought with a large enough effect; inconclusive = small, poorly fitted or top-dose-only effect, or another doubt; inactive = no such curve, though single readings can be large; an effect the other way counts as inactive or inconclusive. Outcome played no part in choosing rows. Share with any hit: about 21%.

Order of values – TbPYK inhibitor, Pf growth 96h, CHX counter, Shiga toxin inh, Pf growth 48h, LmPK inh, AMA1-RON2 inh
(1) CCCn1c(SCC(=O)Nc2cccc(S(=O)(=O)N(C)C)c2)nc2ccccc2c1=O
→ 1.0%, u, -1.5, -1.0, u, 4.3%, -6.7%
(2) Cc1cc(C(=O)Nc2ccccc2C(=O)O)ccc1NC(=O)COc1ccccc1Cl
→ -7.4%, u, -3.1, -27.0, 0.3%, -11.1%, -8.8%
(3) O=C(Nc1c(-c2ccc(F)cc2)nc2ccccn12)c1ccc(F)cc1
→ 3.3%, u, -2.1, -4.3, 2.2%[0.00184 µM], -6.4%, -1.7%
(4) COc1ccc(OC)c(NC(=O)CCN2CCN(C)CC2)c1
→ -0.3%, 191.5%[activator], 0.7, -17.9, 27.3%, -0.1%, 1.2%
(5) CN(C(=O)Cn1nc(Cl)ccc1=O)C1CCCN(Cc2ccccc2F)C1 (centres undefined)
→ -1.4%, -15.5%, -1.6, -14.6, 9.2%, 0.8%, 14.8%
(6) CCOc1ccc(OCC(=O)OCC(=O)Nc2ccc3[nH]c(=O)[nH]c3c2)cc1
→ -4.1%, 20.1%, x, x, 32.0%[activator], x, -8.7%
(7) N#Cc1cccc(NC(=O)c2nc(-c3ccccc3)n(-c3ccccc3)n2)c1
→ 3.3%, x, -2.3, -9.3, u, 11.1%, -3.5%
(8) CC(OC(=O)c1ccc(-n2cnnn2)cc1)C(=O)Nc1ccccc1F (centres undefined)
→ -1.9%, u, x, x, u, x, -3.2%[11.6 µM]
(9) O=C(Cc1csc(Nc2nc(=S)[nH]c3ccccc23)n1)NCCCN1CCN(c2ccccc2F)CC1
→ 4.9%, u, -2.1, -20.5, 7.9%, 5.4%, 32.7%[activator]
(10) CCCn1nc2cc(C(=O)NCCCCc3ccccc3)ccc2c1OCC
→ -1.3%, -46.6%, 2.1, 20.7, -21.3%, 7.8%, -1.2%
(11) CC1CCN(S(=O)(=O)c2ccc(C(=O)N3CCCCC3C(=O)O)cc2)CC1 (centres undefined)
→ 3.3%, 22.7%, x, x, 4.1%, x, -9.7%[11.6 µM]
(12) CN(C)CCCNC(=O)/C=C/c1ccc(OCc2c(F)cccc2Cl)cc1
→ 0.6%, u, -2.2, -6.8, u, 15.5%, 0.0%
(13) COc1cccc(/C=C/C(=O)Nc2ccccc2N2CCOCC2)c1
→ -3.5%, -16.8%, 29.4*, 43.9, 60.2%[activator], -0.5%, -0.7%
(14) CCN(Cc1ccccc1)S(=O)(=O)c1c[nH]c(C(=O)OC)c1
→ 2.4%, 1.1%, -3.0, -2.4, 26.4%, 1.4%, 19.1%
(15) CCN1/C(=C/c2ccc3cc(C)ccc3[n+]2CC)Sc2ccccc21
→ -15.8%, 13.3%, -4.1, -18.3, 0.586µM*, -9.6%, -27.4%
(16) CCN(CC(=O)Nc1ccc2c(c1)OCCO2)C(=O)COc1ccc(C)cc1
→ -0.4%, 45.6%[activator], -2.3, -6.3, 34.6%[activator], -0.8%, 16.0%
(17) Cc1nc(SCC(=O)N2CCCCC2)c2c(C)c(C)sc2n1
→ -0.7%, 5.1%, -2.7, -3.6, 14.8%, 3.5%, 2.3%
(18) CC(/C=N/n1c(COc2ccccc2)n[nH]c1=S)=C\c1ccco1
→ -38.3%, -11.2%, 0.8, -3.7, 40.7%[activator], -2.9%, 68.4%[activator]
(19) CN(C(=O)CSc1nc2ccc([N+](=O)[O-])cc2s1)C1CCS(=O)(=O)C1 (centres undefined)
→ 2.8%, 9.28µM*, -1.7, -6.6, u, 1.4%, 4.0%
(20) O=C(Cc1ncc(C(F)(F)F)cc1Cl)NC1CC1
→ -0.6%, u, -3.0, -18.4, 10.9%, -5.2%, -5.6%

Overlap with the part before: 3 entries; new compounds follow.
Order of values – TbPYK inhibitor, Pf growth 96h, CHX counter, Shiga toxin inh, Pf growth 48h, LmPK inh, AMA1-RON2 inh
(18) CC(/C=N/n1c(COc2ccccc2)n[nH]c1=S)=C\c1ccco1
→ -38.3%, -11.2%, 0.8, -3.7, 40.7%[activator], -2.9%, 68.4%[activator]
(19) CN(C(=O)CSc1nc2ccc([N+](=O)[O-])cc2s1)C1CCS(=O)(=O)C1 (centres undefined)
→ 2.8%, 9.28µM*, -1.7, -6.6, u, 1.4%, 4.0%
(20) O=C(Cc1ncc(C(F)(F)F)cc1Cl)NC1CC1
→ -0.6%, u, -3.0, -18.4, 10.9%, -5.2%, -5.6%
(21) COCc1ccc(C(=O)NC2CCCc3c2cnn3-c2cc(C)cc(C)c2)s1 (centres undefined)
→ 20.7%, 7.38µM*, 12.3, 26.8*, u, -6.3%, 7.7%
(22) Cc1ccccc1COC(=O)CCC1=NS(=O)(=O)c2ccccc2N1
→ -0.4%, 11.7µM*, 0.7, -4.5, -7.8%, 3.8%, 5.8%
(23) CCOC(=O)C1CCN(C(=O)Cn2cc(C(=O)OC)c3ccccc32)CC1
→ 1.1%, 59.6%[activator], -6.6, -3.0, -3.3%, -4.8%, -3.6%
(24) O=[N+]([O-])c1ccc(C(=S)N2CCN(Cc3ccccc3)CC2)cc1
→ -3.6%, 6.5%, -1.6, 2.5, 13.6%, 2.7%, u
(25) FC(F)(F)c1cnc(-c2cnc(-c3cccnc3)nc2)c(Cl)c1
→ 0.0%, 100.9%[activator], 48.1*, 115.6*, 110.6%[activator], -4.7%, -2.1%
(26) Cc1oc2c(cc(NS(=O)(=O)c3ccc4c5c(cccc35)C(=O)N4)c3ccccc32)c1C(=O)OC(C)C
→ -6.3%, -13.4%, 2.7, 23.3, u, -0.3%, -8.8%
(27) Cc1cc(C)c(S(=O)(=O)n2ccc3ccccc32)c(C)c1
→ -8.9%, -107.5%, 6.7, 22.9, x, -0.3%, -0.9%
(28) O=C(COC(=O)c1ccc(Cl)nc1)Nc1ccc2c(c1)OCO2
→ -11.8%, 11.1%, 4.0, 19.3, 0.0%, -9.4%, 4.9%
(29) O=C(COC(=O)/C=C/c1ccc(Cl)cc1)NC1CCCCCC1
→ -1.7%, -4.5%, x, x, -23.1%, x, -10.6%
(30) Cc1ccc2[nH]c3c(c2c1)CCCC3NCCO (centres undefined)
→ -1.0%, u, -1.4, x, u, -5.6%, -7.6%
(31) COC(=O)CSc1nnc(CSc2nc(C)cc(C)n2)o1
→ 4.6%, u, -4.0, -9.8, -1.0%, 1.8%, -1.0%
(32) CC(NS(=O)(=O)c1ccc(OCC(=O)Nc2cccc([N+](=O)[O-])c2)cc1)c1ccccc1 (centres undefined)
→ -16.0%, -33.9%, -4.7, -6.9, 10.4µM*, 3.9%, -10.3%
(33) Cc1noc(C)c1N=Nc1ccc(Br)cc1C(=O)O
→ -3.9%, 13.9%, -2.7, -8.3, 17.7%, 4.1%, 2.9%
(34) O=C(CN1C(=O)NC2(CCCCC2)C1=O)NCCc1c[nH]c2ccccc12
→ 0.9%, -0.1%, -0.5, -14.0, -11.0%, -9.3%, -5.9%
(35) CN1C(=O)Cc2cc(S(=O)(=O)NCc3cccs3)ccc21
→ -0.5%, -2.6%, -1.2, -10.9, 6.9%, 2.6%, 19.7%
(36) O=C(Nc1nonc1-c1ccc(Cl)cc1)c1ccco1
→ 0.0%, 5.8%, 7.6, 6.8, 21.0%, 0.4%, -4.7%
(37) Cc1occc1C(=O)NCCc1ccc(Cl)cc1
→ -2.3%, u, 15.5, 5.5, x, -4.5%, -4.3%
(38) Cc1ccccc1NC1=NCC(C)S1 (centres undefined)
→ -0.1%, -0.3%, -4.1, -2.2, 7.4%, 0.4%, -9.0%
(39) COc1ccc2sc(-c3ccc(N(C)C)cc3)c(-c3cnc(OC)nc3)c2c1
→ 0.7%, u, x, x, u, x, -18.9%
(40) CC(C)C[C@@H](C(=O)NC1CC1)N1C(=O)N2CCc3c([nH]c4ccccc34)[C@@]2(C)C1=O
→ -0.9%, u, -6.0, -8.6, u, 5.5%, -8.6%
(41) O=C(N/N=C/c1ccc2c(c1)OCO2)c1ccc2c(c1)OCO2
→ -1.6%, 95.8%[activator], 42.0*, 71.7*, 14.9%, -11.7%, 5.0%
(42) COc1ccccc1C(=O)Nc1ccc(OCC(=O)N2CCCCC2C)cc1 (centres undefined)
→ -6.8%, u, x, x, -13.2%, x, -11.0%
(43) Brc1ccc(-[n+]2c(-c3ccccc3)cc(-c3ccccc3)cc2-c2ccccc2)cc1
→ 3.7%, 0.828µM*, x, x, 1.85µM*, x, -3.8%
(44) NS(=O)(=O)c1ccc(CCNC2CC(=O)N(Cc3ccccc3)C2=O)cc1 (centres undefined)
→ -0.3%, 26.4%, -1.6, -5.9, -11.6%, 0.1%, -1.2%
(45) COc1ccc(NC(=O)c2ccc(S(=O)(=O)N(C)C)cc2)cc1
→ 0.2%, u, 15.1, 34.9, -4.2%, 1.6%, 0.7%
(46) O=C(NCC1CCCO1)C1CC(c2ccccc2Cl)=NO1 (centres undefined)
→ -1.1%, x, 1.4, 65.3, 16.3%, 1.6%, -2.7%
(47) O=c1[nH]c(C2CCCN(S(=O)(=O)c3ccc(F)cc3)C2)nc2c1nnn2Cc1ccccc1 (centres undefined)
→ 2.4%, 12.5%[5.75 µM], -1.0, -12.7, 13.1µM*, 7.0%, 13.9%
(48) O=C(NCCc1cccs1)C1CC(c2ccc([N+](=O)[O-])cc2)=NO1 (centres undefined)
→ -1.2%, 11.9%, 59.4*, 77.4*, 41.0%[activator], -4.0%, 51.3%[activator]
(49) CN(C)S(=O)(=O)c1cccc(NC(=O)Cc2ccc(-c3ccccc3)cc2)c1
→ 3.0%, u, 0.6, -23.0, 1.7%, -5.6%, -1.1%
(50) COc1cc(COc2ccc(-c3nnco3)cc2)ccc1OC(F)F
→ 0.7%, -9.3%, -3.4, -8.3, -10.9%, -6.8%, 1.4%
(51) Cc1ccc(NC(=O)COC(=O)CCC(=O)c2ccc(C(C)(C)C)cc2)c([N+](=O)[O-])c1
→ -2.0%, 15.3%, 6.0, -2.5, -1.6%, -2.8%, 10.9%[2.32 µM]
(52) CCc1ccc2c(c1)C(c1cccs1)=NNC(c1cccnc1)=N2
→ x, u, -0.3, -39.8, u, 2.9%, -11.3%
(53) CCC(OCC(O)CN1CCCCC1)c1ccccc1 (centres undefined)
→ -11.1%, 10.7%, 3.5, -5.2, 11.0%, -3.0%, 0.0%
(54) O=C(COc1ccccc1)Nc1nnc(S(=O)(=O)N2CCCC2)s1
→ -2.7%&4.1%, u, -5.0, -7.7, -15.2%, 12.8%, -9.8%
(55) COc1ccc(CN2C(=NC(=O)c3ccccc3)SC3CS(=O)(=O)CC32)cc1OC (centres undefined)
→ 2.4%, u, 2.3, -8.2, u, 2.9%, -7.4%
(56) O=C(NC1CC2CCCC(C1)N2C(=O)NCc1ccccc1)C1CC1 (centres undefined)
→ 2.0%, 10.7%, -3.1, -2.0, 6.6%, -12.8%, 4.3%
(57) CC1CCCC(NC(=O)COC(=O)Cc2ccccc2)C1C (centres undefined)
→ -6.5%, 5.2%, 1.7, -11.7, x, -4.4%, -3.8%
